From PubChem BioAssay
ATXN viability: viability counter-screen for ATXN expression inhibitors. S2 cells (HEK-293 line with an ATXN2-luciferase reporter) viability, CellTiter-Fluor protease fluorescence, 24 h. Potency, µM (doses to about 56.7 µM), actives largely listed as cytotoxic. 400,000 compounds, 0.49% hits. AID 651635; also: potency is read from the fitted curve at half-maximal effect; nearly all actives have a fitted effect of over 40% in size
SW480 rereplic: induces DNA re-replication in SW480 colon adenocarcinoma cells. SW480 DNA re-replication, Hoechst DNA content imaging, 48 h. Potency, µM (series often up to 46.1 µM), without a hit: top-dose re-replication activation, hits mostly activators. 340,000 compounds, 1.8% hits. AID 624297; also: potency is read from the fitted curve at half-maximal effect; % of control where 0% means no effect; nearly all actives have a fitted effect of over 55% in size
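First, 250 cells per well were seeded. Next, compound or vehicle (23 nL) was pinned in, plates sat 48 hr at 37 C. Finally Hoechst was added for 40 min before fluorescence scanning.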
IL-1B inflam inh: inflammasome signaling inhibition, IL-1 beta readout; AID 743279; 360,000 compounds, 4.7% hits; THP-1 LPS/ATP IL-1B secretion, AlphaLISA, 16 h; stronger effect = lower value; activity change, % at 57.5 µM; in the data active = activity change below about -50%; inconclusive = mostly about -30% to -49%; also: % is scaled to controls: 0 for no effect and ±100 for the full control effect
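THP-1 cells pretreated 1 hr with compounds (up to 57.5 uM final), then stimulated with LPS (250 ng/mL final) plus ATP (1.25 mM final); secreted IL-1B measured by AlphaLISA after 16 hr, decreased signal indicating inhibition.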
HT1080NT lethal: kills 2HG-producing HT-1080-NT fibrosarcoma cells; Potency, µM (doses to about 46.1 µM), for inactives: top-dose activity, negative = less viability, actives largely listed as cytotoxic; AID 686970; 360,000 compounds, 1.6% hits; HT-1080-NT fibrosarcoma viability, CellTiter-Glo ATP luminescence, 48 h;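 also: NT is the 2HG producing partner of a matched IDH1 knockdown line; potency is read from the fitted curve at half-maximal effect; 0% = DMSO-treated cells and -100% = media-only wells without cells; nearly all actives have a fitted effect of over 55% in size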
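Viability of the 2HG-overproducing fibrosarcoma line after 48 hours of compound exposure at 37 degrees C was determined by luminescence with CellTiter-Glo, and concentration-effect curves were then fitted and categorized.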
KB-V1 cytotox: kills drug-selected multidrug resistant KB-V1 cells | KB-V1 MDR cells viability, CellTiter-Glo, 72 h | Potency, µM (titrated, usually from 46.1 µM), for the others: at the top dose activity change, negative = cytotoxicity, hits mostly cytotoxic | 400,000 compounds, 3.4% hits | AID 1347076; also: potency is read from the fitted curve at half-maximal effect; % is scaled to controls: 0 for no effect and ±100 for the full control effect; nearly all actives have a fitted effect of over 60% in size
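In this primary screen, KB-V1 cells overexpressing P-gp are incubated with library compounds (lowest to highest concentration) for 72 h at 37 degrees C before a luminescent ATP viability read.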
KB-3-1 cytotox: KB-3-1 parental cell cytotoxicity; AID 1347075; Potency, µM (top dose mostly 46.1 µM), for inactives: at the highest dose activity change, negative = cytotoxic, most hits filed as cytotoxic; KB-3-1 viability, CellTiter-Glo ATP luminescence, 72 h; 400,000 compounds, 1.4% hits; also: potency is read from the fitted curve at half-maximal effect; % is scaled to controls: 0 for no effect and ±100 for the full control effect; nearly all actives have a fitted effect of over 60% in size
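Viability of parental KB-3-1 cells, measured by CellTiter-Glo luminescence, followed a 72 h incubation at 37 °C with pinned compounds in phenol-red-free DMEM containing 10% FBS.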
MCF10A rerep: DNA re-replication induction in MCF 10a cells | MCF 10A DNA re-replication, Hoechst nuclear intensity, 48 h | Potency, µM (series often up to 46.1 µM), for inactives: top-dose activity, positive = re-replication, hits mostly activators | 350,000 compounds, 2.9% hits | AID 624296; also: potency is read from the fitted curve at half-maximal effect; % of control where 0% means no effect; nearly all actives have a fitted effect of over 50% in size
ATXN2 expr inh: ATXN2 expression inhibition | HEK-293 ATXN2-luciferase reporter, luminescence, 24 h | Potency, µM (titrated, usually from 57 µM), inactives show top-dose activity change, negative = inhibition, most hits filed as inhibitors | 360,000 compounds, 0.72% hits | AID 1745845; also: potency is read from the fitted curve at half-maximal effect; % is scaled to controls: 0 for no effect and ±100 for the full control effect; nearly all actives have a fitted effect of over 55% in size
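ATXN2-luciferase reporter cells (luciferase flanked by upstream and downstream ATXN2 gene portions) were treated 24 h at 37 °C with compounds at up to 57 uM. SteadyGlo luminescence gave expression; GF-AFC fluorescence gave viability.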
HT1080 IDH1KD tx: HT-1080 IDH1 knockdown cell toxicity (counter line); HT-1080 IDH1 knockdown viability, ATP luminescence, 48 h; Potency, µM (series often up to 46.1 µM), inactives show top-dose activity, negative = toxicity, hits mostly cytotoxic; 360,000 compounds, 2% hits; AID 686971;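 also: potency is read from the fitted curve at half-maximal effect; 0% = DMSO wells and -100% = cell-free medium wells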
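Luminescent ATP read-out (CellTiter-Glo, 10 min at room temperature) after 48 h compound exposure at 37 °C gave viability of IDH1-knockdown HT-1080 cells. Activity was normalised to DMSO and cell-free wells, then fitted as concentration-response curves.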
Starred values were filed as active, the others as inactive; i = inactive; ? = inconclusive; / = not tested or not shown; [ ] = remark or other dose. Unless noted, calls follow the shape of the dose curve; as a rule, active = well fitted curve in the direction sought with a large enough effect; inconclusive = small, poorly fitted or top-dose-only effect, or another doubt; inactive = no such curve, though single readings can be large; an effect the other way counts as inactive or inconclusive.

SMILES	ATXN viability	SW480 rereplic	IL-1B inflam inh	HT1080NT lethal	KB-V1 cytotox	KB-3-1 cytotox	MCF10A rerep	ATXN2 expr inh	HT1080 IDH1KD tx
CCN(CC(=O)Nc1ccccc1C(F)(F)F)C(=O)C1CCN(C(=O)Nc2ccccc2)CC1	i	7%	3	5%	-18%	-23%	-6%	2%	6%
CCOC(=O)NC(=O)CSc1nnnn1-c1ccccc1	i	-3%	9	0%	2%	-9%	-1%	-11%	17%
CC(C)[C@@H]1Cc2[nH][nH]c(=O)c2[C@H](CCc2ccccc2)O1	?	/	-2	10%	7%	-18%	/	-7%	2%
CC(OC(=O)c1ccc(NS(=O)(=O)c2ccc3[nH]c(=O)[nH]c3c2)cc1)C(=O)Nc1cccc(Cl)c1Cl (stereo not given)	i	?	-11	-16%	24%	2%	20%	-9%	0%
COC(=O)CNC(c1ccccc1)c1cc(Br)ccc1NC(=O)CNC(=O)OCc1ccccc1 (stereo not given)	?	11%	?	?	?	-28%	?	-16%	21µM*
O=C(OCc1nc2ccccc2s1)C1CCN(C2=NS(=O)(=O)c3ccccc32)CC1	i	-6%	-18	-14%	0%	3%	428%[0.0737 µM]	54%[activator]	-22%
O=C(COC(=O)c1cc(S(=O)(=O)N2CCOCC2)ccc1Cl)NCc1ccc2c(c1)OCO2	i	-12%	-9	1%	3%	7%	1%	/	15%
COc1ccc(-n2nc(C(C)=O)c(=O)[nH]c2=O)cc1	i	16%	0	-1%	24%	2%	4%	10%	1%
CC(=O)c1cc(C#N)c(Oc2ccccc2)nc1C	i	-2%	31	-4%	1%	-4%	?	3%	0%
Cc1cc2cc3c(=O)[nH]c(=O)nc-3n(CC(O)C(O)C(O)CO)c2cc1C (stereo not given)	/	21µM*	23	-5%	0%	1%	?	-14%	-29%
Cc1ccc(NC2CCCN(C(=O)c3snnc3C)C2)cc1C (stereo not given)	i	9%	25	5%	11%	1%	0%	12%	3%
CCOC(=O)N1CCN(CC(=O)N2c3ccccc3CC2C)CC1 (stereo not given)	i	-2%	4	3%	0%	-4%	6%	9%	14%
Cn1c(=O)oc2cc(S(=O)(=O)NC(Cc3ccccc3)C(=O)N3CCCCC3)ccc21 (stereo not given)	i	-22%	-3	-1%	-8%	?	0%	3%	3%
COc1ccc(CNC(=O)C2CCCN(S(=O)(=O)c3c(C)noc3/C=C/N(C)C)C2)cc1 (stereo not given)	i	-9%	11	1%	18%	14%	?	2%	11%
CCCCCCCc1c(O)nc(SCCN(C)C)[nH]c1=O	?	-7%	-51*	16%	18%	?	-7%	5%	3%
CC(C)c1ccc(CNc2nc(-c3ccco3)nn2S(=O)(=O)c2ccc(F)cc2)cc1	?	/	/	/	-5%	?	/	-11%	/
CC(C)(C)n1nnnc1C(c1cccs1)N1CCN(C(=O)c2ccco2)CC1 (stereo not given)	i	1%	-8	8%	-30%	0%	1%	-14%	13%
O=C(Nc1ccc2c(c1)OCCO2)c1cccc(C(=O)Nc2ccc3c(c2)OCCO3)c1	i	-6%	-3	-8%	0%	7%	1%	-9%	?
CCC(Oc1ccccc1C)C(=O)N1CCCN(C)CC1 (stereo not given)	i	-3%	-18	7%	25%	12%	0%	-1%	18%
COCCNC(=O)C1CCCN(C(=O)c2cc(C)nn2C(C)(C)C)CC1 (stereo not given)	?	/	-7	?	3%	0%	/	4%	7%
C=CCN=C1NN=C(c2cc(C)n(CC=C)c2C)CS1	i	5%	2	-13%	-23%	0%	?	27µM*	-23%
CC(NC(=O)CN(C)Cc1cccs1)c1ccccc1 (stereo not given)	i	2%	18	-12%	-3%	-3%	-4%	2%	-3%
CCc1nnc(N/N=C/c2c(Cl)cccc2Cl)n1N	i	-2%	14	-20%	-20%	-11%	-9%	-12%	?
C=CCOc1ccc(/C(O)=C2/C(=O)C(=O)N(CCCN3CCOCC3)C2c2ccc(OC)cc2)cc1 (stereo not given)	?	-1%	-4	17%	6%	4%	10%	-6%	12%
O=C(CSc1nc(-c2ccc(F)cc2)cs1)NCC1CCCO1 (stereo not given)	i	-8%	-13	2%	?	2%	13%	6%	-3%
Cc1cc(=O)n2ccsc2n1	i	6%	12	-6%	-3%	0%	0%	-17%	2%
O=C(NCCCc1ccccc1)C1CCC(=O)N(CCc2ccc(Cl)cc2)C1 (stereo not given)	i	1%	-21	-3%	?	?	9%	7%	3%
Cc1cccc(OCC(=O)Nc2nc3c(s2)CC(C(C)(C)C)CC3)c1C (stereo not given)	i	/	/	/	-13%	1%	/	-7%	/
O=[N+]([O-])/C(C=Nc1ccccc1O)=C\Nc1ccccc1O	i	-6%	0	-14%	-9%	-9%	?	/	?
COc1ccc(-c2c(-c3ccc4c(c3)OCO4)c3ccccc3n2C)cc1	i	11%	-19	-2%	0%	0%	?	-15%	-10%
Cc1ccc(C)c(N2CCN(C(=O)CCc3nc(-c4cccc(F)c4)no3)CC2)c1	i	-9%	12	0%	0%	14%	?	-6%	1%
CCCCSc1nnc2[nH]c(=O)cc(N)n12	i	-6%	51	6%[9.24 µM]	8.2µM*	-2%	6%	7%	-6%
CSc1ncccc1C(=O)OCC(=O)NC1CCCCC1	?	-9%	-7	4%	27%	17%	-5%	8%	5%
CC(C)N(c1ccccc1)c1ccc(NC(=O)C2CCCO2)cc1 (stereo not given)	i	-3%	-9	14%	21µM*	-12%	3%	-2%	-1%
COc1ccc(-c2nc(CS(=O)CC(=O)NC3CCCCC3C)c(C)o2)cc1OC (stereo not given)	i	-11%	-3	1%	5%	0%	13%	/	3%
O=C(Nc1ccc(S(=O)(=O)N2CCOCC2)cc1)C1CCN(S(=O)(=O)c2ccccc2)CC1	i	4%	2	-13%	-13%	?	-5%	-4%	-15%
Cc1cc(C)c2c(=O)[nH]n(C3CC(C)N(C)CC3C)c2n1 (stereo not given)	i	4%	7	6%	?	9%	115%[0.0737 µM]	-4%	10%
CCOC(=O)c1c(C)[nH]c(C(=O)OCC(=O)N2CCN(S(=O)(=O)c3ccc(C)cc3C)CC2)c1C	i	-2%	?	-21%	?	?	13%	-20%	-17%
Cc1cc(C)c(C#N)c(SCc2ccccc2[N+](=O)[O-])n1	i	1%	0	7%	23µM*	-7%	13%	-2%	9%
CCOCCc1nnc(NC(=O)C(C)Oc2ccccc2)s1 (stereo not given)	i	-5%	27	-2%	?	-15%	-2%	-3%	10%
Cc1cc(C)c(S(=O)(=O)N2CCC(N3CCN(Cc4ccccc4)C(=O)C3=O)CC2)c(C)c1	i	/	/	/	?	6%	/	-12%	/
Cc1ccc(S(=O)(=O)N(C)C)cc1NC(=O)COC(=O)Cc1ccccc1F	i	-9%	5	-1%	0%	-4%	0%	7%	4%
COc1ccc(C(=O)N/C(=C/c2cccnc2)C(=O)N2CCOCC2)cc1OC	i	-5%	0	-2%	?	-6%	-4%	13%	-4%
O=c1c(N2CCc3ccccc3C2)csc2ccc(Cl)cc12	?	/	/	/	18%	1%	/	11%	/
Nc1nc(NCc2ccco2)nc(NCCO)c1[N+](=O)[O-]	i	-7%	-1	1%	4%	7%	-1%	-13%	-2%

Full records, quoted from the list. Order of values: ATXN viability	SW480 rereplic	IL-1B inflam inh	HT1080NT lethal	KB-V1 cytotox	KB-3-1 cytotox	MCF10A rerep	ATXN2 expr inh	HT1080 IDH1KD tx
O=C(Nc1ccc(S(=O)(=O)N2CCOCC2)cc1)C1CCN(S(=O)(=O)c2ccccc2)CC1 in the list: i	4%	2	-13%	-13%	?	-5%	-4%	-15%
CSc1ncccc1C(=O)OCC(=O)NC1CCCCC1 in the list: ?	-9%	-7	4%	27%	17%	-5%	8%	5%
Cc1ccc(C)c(N2CCN(C(=O)CCc3nc(-c4cccc(F)c4)no3)CC2)c1 in the list: i	-9%	12	0%	0%	14%	?	-6%	1%

Following part
SMILES	ATXN viability	SW480 rereplic	IL-1B inflam inh	HT1080NT lethal	KB-V1 cytotox	KB-3-1 cytotox	MCF10A rerep	ATXN2 expr inh	HT1080 IDH1KD tx
O=C1CCCN1CCC1CCN(C2CC(=O)N(c3ccc(Cl)cc3)C2=O)CC1 (stereo not given)	i	-3%	12	-19%	5%	5%	4%	1%	0%[9.24 µM]
CNc1nc2[nH]c(=O)c3c(c2s1)OC(N)=C(C#N)C3c1ccccc1 (stereo not given)	i	?	-13	25%	?	16%	-1%	-2%	21%
O=C(CSc1n[nH]c(-c2cccnc2)n1)Nc1ccc([N+](=O)[O-])cc1	i	-1%	31	-15%	6%	-9%	3%	5%	-17%
O=C(CNCc1ccccn1)Nc1cc(C(F)(F)F)ccc1N1CCOCC1	i	-9%	9	-1%	-15%	10%	2%	-3%	7%
O=C(N/N=C/c1[nH]c2ccccc2c1Cl)c1cccc(Br)c1	i	?	-84*	-7%	6%	0%	?	-16%	-1%
COc1cc(NC(=O)Cn2c(=O)n(-c3ccccc3)c(=O)c3c4c(sc32)CCCC4)cc(OC)c1	i	/	/	/	?	-2%	/	13%	/
Cc1ccc(Nc2cc(C)nc3ncnn23)cc1	i	-5%	17	27%	-10%	-3%	4%	14%	-1%
CCCNC(=O)c1ccc(N2CCC3(CC2)CC(c2cccc(Br)c2)=NO3)c(NC(=O)c2c(Cl)cccc2Cl)c1	i	4%	-7	-8%	?	?	-17%	-2%	-1%
NS(=O)(=O)c1ccc(Nc2nc(-c3ccc(O)cc3)cs2)cc1	i	?	?	?	-12%	1%	6%	-12%	?
COC(=O)c1ccc2c(c1)N(CC(=O)Nc1cccc(Cl)c1C)C(=O)c1ccccc1S2	i	/	/	/	?	-9%	/	2%	/
Cc1ccccc1CC(=O)N1CCCC(CCC(=O)N2CCN(c3ccccn3)CC2)C1 (stereo not given)	i	24%	-15	-13%	?	0%	-2%	8%[11.3 µM]	-1%

Compounds as they come; overall some 11% were active at least once.
